Assay outcomes deposited in PubChem by several laboratories.
CHRM5 agonist: human M5 muscarinic receptor agonists, primary screen, CHO-K1 cells, Fluo-8 calcium fluorescence | Muscarinic acetylcholine receptor M5 (Homo sapiens), P08912 | CHO-K1 hM5 cells; 0% DMSO wells, 100% maximal acetylcholine response | activation, % at 3 µM | 0.19% of 360,000 active;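 active = activation above the run's mean over test compounds plus 3 SD, cut at about 23% in these data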;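 also: signal is peak over basal fluorescence ratio across the kinetic read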
CHRM5 PAM: human M5 muscarinic receptor positive allosteric modulators, primary screen, CHO-K1 cells, Fluo-8 calcium fluorescence. CHO-K1 hM5, ACh EC20 PAM; 0% = ACh EC20, 100% = ACh EC100. activation, % at 3 µM. 0.3% of 360,000 active. AID 624038, 2012;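 active = activation above the run cutoff, the mean activation of all test compounds plus 3 SD, cut at about 18% in these data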
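Test system: CHO-K1 hM5 cells / Doses: single-point, 3 µM nominal / Times: Post-acetylcholine fluorescence recording 140 s / Technique: Fluo-8 calcium fluorescence / Measure: Max/basal fluorescence ratio as % of EC20–EC100 ACh window / Benchmarks: low control EC20 acetylcholine (0%), high control EC100 acetylcholine (100%) / Replicates: one well per compound, no replicates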
CRFBP-R2 agonist: agonists of CRF-BP/CRF-R2 complex, primary screen, cell-based, HEK293, calcium dye fluorescence, uHTS. AID 588473, 2011. activation, % at 13.2 µM. calcium dye fluorescence (FLIPR); percent of saturating CRF peptide response. 0.46% of 350,000 active;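 active = activation of at least 50%, plus an integration ratio under a set limit after plate pattern correction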;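 also: plate controls were neutral control wells without compound for no effect and CRF at EC100 for full effect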
CHRM4 antagonist: human M4 muscarinic receptor antagonists, primary screen, CHO cells, Fluo-8 calcium fluorescence. AID 624125, 2012. 0.73% of 360,000 active. Muscarinic acetylcholine receptor M4 (Homo sapiens), P08173. inhibition, % at 3 µM. CHO-hM4 cells, ACh EC80;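 active = inhibition above its plate's cutoff, the mean inhibition of sample wells plus 3 SD, cut at about 27% in these data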;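 also: 0% = acetylcholine EC80 with DMSO and 100% = DMSO without agonist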
Target sequence (P08173 whole entry, looked up): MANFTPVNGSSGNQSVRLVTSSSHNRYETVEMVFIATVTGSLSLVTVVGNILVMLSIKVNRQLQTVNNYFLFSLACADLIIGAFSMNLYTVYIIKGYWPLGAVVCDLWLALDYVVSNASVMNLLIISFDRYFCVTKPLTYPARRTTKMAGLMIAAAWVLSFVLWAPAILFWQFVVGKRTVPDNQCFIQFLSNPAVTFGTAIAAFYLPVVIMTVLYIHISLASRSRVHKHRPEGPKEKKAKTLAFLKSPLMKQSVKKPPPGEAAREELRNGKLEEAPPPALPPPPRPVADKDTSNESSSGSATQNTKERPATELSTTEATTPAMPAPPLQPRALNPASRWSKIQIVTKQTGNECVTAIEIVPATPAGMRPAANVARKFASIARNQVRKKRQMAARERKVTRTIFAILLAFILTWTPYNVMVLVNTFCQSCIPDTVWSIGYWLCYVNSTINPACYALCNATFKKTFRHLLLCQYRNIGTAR
M5 antag: human M5 muscarinic receptor antagonists, primary screen, CHO cells, Fluo-8 calcium fluorescence; Muscarinic acetylcholine receptor M5 (Homo sapiens), P08912; AID 624040, 2012; 0.59% of 360,000 active; CHO-hM5 cells, ACh EC80; inhibition, % at 3 µM;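 active = inhibition above a per-plate cutoff, the mean of that plate's test compounds plus 3 SD, cut at about 27% in these data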;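 also: 0% = acetylcholine EC80 with DMSO and 100% = DMSO without agonist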
CHRM4 PAM: human M4 muscarinic receptor positive allosteric modulators, primary screen, CHO-K1 cells, Fluo-8 calcium fluorescence; Muscarinic acetylcholine receptor M4 (Homo sapiens), P08173; CHO-K1 hM4/Gqi5, ACh EC20; 0% = ACh EC20, 100% = maximal ACh; activation, % at 3 µM; 0.4% of 360,000 active; AID 624126, 2012;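 active = activation above its plate's cutoff, the mean activation of sample wells plus 3 SD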; also: some results filed as inactive read as strong as hits
M1 PAM: human M1 muscarinic receptor positive allosteric modulators, primary screen, CHO-K1 cells, Fluo-8 calcium fluorescence, 1536-well; AID 588819, 2011; activation, % at 3 µM; Muscarinic acetylcholine receptor M1 (Homo sapiens), P11229; 0.088% of 360,000 active; CHO-K1 hM1, ACh EC20; 0% = ACh EC20, 100% = maximal ACh; in the data active = activation above about 19%, passing the limit was not always enough
Target sequence (P11229 whole entry, looked up): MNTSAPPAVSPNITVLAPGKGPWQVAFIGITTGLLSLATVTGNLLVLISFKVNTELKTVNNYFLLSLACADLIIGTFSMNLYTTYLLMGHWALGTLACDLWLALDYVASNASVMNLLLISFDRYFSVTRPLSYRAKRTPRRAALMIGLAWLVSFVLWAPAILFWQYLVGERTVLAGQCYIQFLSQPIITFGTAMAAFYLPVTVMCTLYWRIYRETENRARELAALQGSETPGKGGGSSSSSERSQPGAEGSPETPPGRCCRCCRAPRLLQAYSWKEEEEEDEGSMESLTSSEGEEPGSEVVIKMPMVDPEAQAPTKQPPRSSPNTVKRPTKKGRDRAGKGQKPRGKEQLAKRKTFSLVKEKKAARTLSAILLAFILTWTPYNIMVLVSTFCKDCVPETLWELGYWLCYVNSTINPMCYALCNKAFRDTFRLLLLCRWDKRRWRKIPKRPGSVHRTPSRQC
M4 ag: human M4 muscarinic receptor agonists, primary screen, CHO-K1 cells, Fluo-8 calcium fluorescence; activation, % at 3 µM; CHO-K1 hM4/Gqi5; vehicle 0%, full acetylcholine response 100%; 0.14% of 360,000 active; AID 624127, 2012; Muscarinic acetylcholine receptor M4 (Homo sapiens), P08173;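 active = activation above the run mean over all test wells plus 3 SD, cut at about 32% in these data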;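 also: peak over basal fluorescence ratio per well then scaled between controls; 0% = DMSO wells and 100% = acetylcholine at EC100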
M1 antag: human M1 muscarinic receptor antagonists, primary screen, CHO-K1 cells, Fluo-8 calcium fluorescence, 1536-well | Muscarinic acetylcholine receptor M1 (Homo sapiens), P11229 | CHO-K1 hM1, ACh EC80 antagonist | inhibition, % at 3 µM | 1.3% of 360,000 active;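 active = percent inhibition above its own plate's cutoff, namely the mean of that plate's compound wells plus 3 SD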;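 also: peak over basal fluorescence ratio during 140 s after agonist addition; 0% = ACh EC80 plus DMSO and 100% = DMSO alone without agonist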
Starred values were filed as active, the others as inactive; x = no result given.

The first 3 entries (preview)
CHRM4 PAM,M1 antag,M5 antag,CRFBP-R2 agonist,M1 PAM,M4 ag,CHRM5 PAM,CHRM5 agonist,CHRM4 antagonist,Structure
8.9,-5.2,7.3,0.7,4.3,1.9,9.0,-5.1,-2.0,Cc1cc(C(=O)NC2CC2)c2ccccc2n1
-3.7,9.2,-2.5,-0.7,-4.5,-0.1,5.6,1.3,0.4,CCOC(=O)c1nnn(-c2ccccc2)c1C
7.9,-3.0,-26.7,-0.5,11.1,5.4,9.9,1.6,-11.7,CC(=O)N1CCN(c2ccc(NC(=O)c3ccco3)cc2Cl)CC1

The listing, from the first entry:
CHRM4 PAM,M1 antag,M5 antag,CRFBP-R2 agonist,M1 PAM,M4 ag,CHRM5 PAM,CHRM5 agonist,CHRM4 antagonist,Structure
8.9,-5.2,7.3,0.7,4.3,1.9,9.0,-5.1,-2.0,Cc1cc(C(=O)NC2CC2)c2ccccc2n1
-3.7,9.2,-2.5,-0.7,-4.5,-0.1,5.6,1.3,0.4,CCOC(=O)c1nnn(-c2ccccc2)c1C
7.9,-3.0,-26.7,-0.5,11.1,5.4,9.9,1.6,-11.7,CC(=O)N1CCN(c2ccc(NC(=O)c3ccco3)cc2Cl)CC1
-3.9,-5.5,21.1,0.5,1.3,1.0,-2.9,-4.2,-1.1,CC(c1ccccc1)C(CC(=O)O)C(=O)Nc1ccc(Cl)c(Cl)c1 (stereo not drawn)
-0.9,-8.7,2.0,-0.9,3.5,3.9,-3.2,7.1,9.0,O=C(O)c1cccc2c1-c1ccc([N+](=O)[O-])cc1C2=O
4.1,-0.1,-2.7,0.1,3.7,0.7,-0.8,-1.9,-7.1,Cc1cc(=O)[nH]c2c(C)c(N)ccc12
0.8,-5.7,6.6,-0.2,7.1,0.7,-4.1,-2.5,6.4,O=C(NC1CCCCC1)C1CCC(=O)N(C2CC2)C1 (stereo not drawn)
10.3,-31.6,-5.6,-1.9,5.2,0.5,0.1,1.1,1.4,O=C(NCCCNCc1ccccc1)c1ccncc1
0.0,-4.6,8.4,-0.2,4.5,1.4,-9.8,-2.9,-0.5,COCCNC(=O)c1c[nH]c2ccc(S(=O)(=O)N3CCC4(CC3)OCCO4)cc2c1=O
16.1,-3.2,9.2,-3.8,5.1,0.5,6.6,-3.5,-1.9,O=C1C(=O)N(CCO)C(c2cccc(F)c2)/C1=C(\O)c1ccc(Cl)cc1 (stereo not drawn)
3.6,2.7,14.5,-7.0,4.4,1.6,-6.1,-3.2,-0.1,Cc1ccc(C(=O)N/C(=C\c2cccs2)C(=O)N2CCN(C)CC2)cc1C
7.5,-14.2,8.5,0.9,8.1,0.8,-8.2,-2.5,-10.4,O=C(Nc1cccc(C(F)(F)F)c1)c1cc2c(s1)-c1ccccc1OC2
3.0,-7.5,-8.6,x,-5.8,-2.7,-2.1,-2.7,-9.0,CCOC(=O)C(=O)N(C)c1c(CC)nc2c(OCCC3CCCCC3)cccn12
9.0,13.5,1.2,1.1,17.4,0.2,3.6,-2.9,-13.7,C=CCn1c(SCC(=O)Nc2nnc(C)s2)nnc1C1CC1
-0.8,-0.8,-3.6,-0.9,3.1,1.9,8.1,-2.2,6.8,CN(C)/C(=N\S(=O)(=O)c1ccccc1)c1ccc(Cl)cc1
5.2,-17.6,-3.1,-1.3,7.6,-3.2,-0.1,-4.6,-23.5,Cc1cc(Nc2ccc3c(c2)OCCO3)c2cccc(C)c2n1
-9.0,29.3*,-3.2,x,-23.8,5.2,-1.6,-1.3,-12.6,CSc1ccc(CN2CCC(C)(Oc3ccc(CC#N)cc3)C2)cc1 (stereo not drawn)
3.0,-12.5,-4.9,5.1,13.9,0.9,4.3,1.4,-4.4,N/C(=N\c1nc(CSc2ccc(Cl)cc2)cc(=O)[nH]1)Nc1cccc2ccccc12
-4.4,-8.6,-7.7,2.5,-2.9,5.8,7.7,2.2,3.1,CCOC(=O)c1c(C)[nH]c(C(=O)OC/C(O)=C(\C#N)c2nc3ccccc3[nH]2)c1C
-2.2,-9.4,-4.7,-4.5,4.3,-0.2,3.0,-1.6,-12.5,CC(C)C(=O)N[C@@H]1c2ccccc2CC[C@@H]1OCc1ccccc1
2.9,-5.7,2.4,-3.1,-1.5,-0.8,-0.6,-1.3,0.6,O=[N+]([O-])c1cccc(/C=N\N=C2c3ccccc3-c3ccccc32)c1O
-2.9,-1.0,3.6,-1.6,3.1,0.5,-3.6,-3.8,14.2,Cc1ccn(CC(=O)N2CCCC(N3CCN(c4ccccc4F)CC3)C2)n1 (stereo not drawn)
-3.3,-3.8,16.4,34.3,5.0,0.8,-8.3,-1.9,-3.5,CCCN(CCC)c1ccc(/C=C/c2ccc3cc(OCC)ccc3n2)cc1
-10.8,20.5,3.1,13.4,-17.8,5.5,-6.2,-0.5,2.6,COc1ccc(C(CNC(=O)c2ccc(-c3ccccc3Cl)o2)N2CCCC2)cc1 (stereo not drawn)
4.6,-4.9,0.1,0.6,10.0,1.6,-2.4,-0.4,2.0,O=C(NC1CCCCC1)C1CCN(c2nnnn2-c2ccccc2)CC1
-13.7,-5.3,-3.0,4.8,2.1,0.3,0.5,6.3,-0.4,Cc1ccc(-c2cc(-c3ccco3)c(C#N)c(=O)[nH]2)cc1
2.7,-12.9,4.2,-1.9,14.0,0.5,-6.8,-9.0,2.9,Cc1ccc(C(=O)NCc2ccco2)cc1S(=O)(=O)N1CCOCC1
-1.9,-2.8,-3.0,5.9,2.2,0.0,-3.0,-3.4,8.7,COc1ccc(N2CCN(CCCNC(=O)C3CCCN(S(=O)(=O)c4c(C)n[nH]c4C)C3)CC2)cc1 (stereo not drawn)
5.9,-12.4,4.1,1.6,7.2,0.3,1.8,-15.4,0.4,CC(C)N(CCn1cnc2c([nH]c3ccccc32)c1=O)C(C)C
4.0,4.8,7.3,-0.5,-1.0,1.6,-5.6,0.2,-1.7,O=S1(=O)NC(C2CC2c2ccccc2)CCO1 (stereo not drawn)
3.3,-0.3,2.4,4.5,11.8,0.0,4.9,0.1,5.3,Cc1ccc(N2C(=O)c3cccc4c([N+](=O)[O-])ccc(c34)C2=O)c2cccnc12
1.1,-1.6,-2.6,x,-1.8,2.2,1.1,0.2,0.3,Cn1c(NCCc2ccncc2)nc2cc(-c3cccc(Cl)c3)sc2c1=O
12.3,-7.8,8.6,-1.4,11.8,1.2,1.1,-0.4,-2.9,CCOC(=O)C[C@H]1c2ccc(C(F)(F)F)cc2S(=O)(=O)N1C1CCCC1
-5.2,3.3,3.5,-3.7,-0.5,12.0,-9.2,0.6,-6.3,COc1ccc(OC)c(S(=O)(=O)N2CCC(c3nc4ccccc4[nH]3)CC2)c1
-0.1,-1.7,8.7,0.7,4.2,1.4,-4.6,-6.2,-6.7,CCc1cc(=O)oc2cc(OC(C)C(=O)NCCCn3ccnc3)ccc12 (stereo not drawn)
-6.8,-6.7,-1.4,-3.2,17.3,0.4,5.5,6.3,-2.1,CN(C)c1c(F)cc(-c2nn[nH]n2)cc1F
-1.6,0.1,6.6,0.6,10.1,-0.3,-2.6,-1.1,-1.6,Cc1ccc(NC2CCCN(C(=O)c3ccccc3-c3ncc[nH]3)C2)cc1C (stereo not drawn)
5.8,-23.9,-7.7,22.0,2.1,0.3,6.9,2.9,-7.0,N#C/C(=C\c1ccc(-c2cccc(Cl)c2)o1)C(=O)Nc1cccc2cccnc12
1.9,-21.8,-5.3,-0.8,16.9,-0.1,7.6,4.9,-3.4,O=C(NC1CCN(C(=O)c2cccs2)CC1)c1ccccc1
-7.7,6.0,-1.2,0.1,-4.0,1.7,-1.7,-0.9,-7.7,COc1ccc(C2=NOC(C(=O)NCc3cccnc3)C2)cc1 (stereo not drawn)
-0.8,-2.5,9.7,-0.5,-0.3,3.6,-9.9,0.3,-4.6,O=C(NCCS(=O)(=O)N1CCN(c2ccc(F)cc2)CC1)C12CC3CC(CC(C3)C1)C2
5.9,-12.8,3.5,-2.5,10.6,0.3,-7.6,-2.5,-1.1,CC(C)CCNC(=O)NC(=O)CSc1nnc(-c2ccccc2F)n1N
6.9,-23.7,-9.2,0.4,5.6,2.0,-2.0,1.0,-8.0,O=C(CSc1nc2ccccc2[nH]1)Nc1c(F)cccc1F
1.9,-22.6,4.5,0.6,26.9,1.6,1.1,0.5,-4.5,COc1cc(C2NC(=O)NC(C)=C2C(=O)OC2CCC(C)CC2)ccc1O (stereo not drawn)
-4.2,-0.8,8.7,4.9,0.3,0.3,2.9,2.7,2.5,CC(C)CC(=O)C1=C(O)C(=O)N(Cc2ccccc2)C1c1ccccc1 (stereo not drawn)
-0.9,-2.0,6.3,0.5,14.4,2.8,-3.7,2.3,1.9,O=C(COC(=O)Cc1ccc(S(=O)(=O)N2CCOCC2)s1)NCc1ccccc1
-14.7,16.6,12.0,-0.9,-19.2,12.9,-9.6,-0.8,13.9,O=C(CCC1CCCC1)Nc1cccc(Cc2ccncc2)c1
5.5,-2.8,4.4,-1.2,6.7,2.8,-5.9,3.3,-2.1,O=c1[nH]c(-c2ccco2)nc2sc3c(c12)CCCC3
5.4,10.2,10.1,12.7,-6.8,3.9,-7.2,0.3,-11.1,Cc1cc(C(=O)COC(=O)c2ccccc2O)c(C)n1Cc1cccs1
2.0,-1.1,4.5,4.0,3.6,2.0,3.3,2.9,10.3,Cc1nn(-c2ccccc2)c2c1C(c1ccco1)C(C#N)=C(N)O2 (stereo not drawn)
4.0,-12.6,-6.4,0.7,15.6,0.8,10.7,1.2,11.9,Cc1cccc(Cn2nnc3c2C(=O)c2ccccc2C3=O)c1
-6.4,-1.5,-3.6,4.6,-0.9,2.1,1.3,-3.5,1.3,CN(C)c1ccc(/C=N/NC(=O)c2cc(=O)[nH]c3ccccc23)cc1
6.8,x,0.6,x,x,4.5,-2.3,2.1,-8.1,CC(C)C[C@H]1COc2cc(N3CC[C@H](O)C3)ccc2S(=O)(=O)N1
6.5,8.7,19.9,0.1,12.8,4.9,-4.5,-3.3,5.0,CC(C)Oc1ccc(CNS(=O)(=O)c2csc(C(N)=O)c2)cc1
-2.5,-13.8,5.2,2.1,8.3,-0.8,-0.4,1.4,0.5,COc1ccc(C(=O)CC2(C(=O)O)CCCCC2)cc1
0.9,-10.0,9.9,2.1,3.2,-0.3,2.8,-1.7,-7.7,CCCC/C(O)=C/c1nc2ccccc2[nH]c1=O

Compounds were not picked by outcome, and some 2.8% of all compounds hit somewhere here.
